HepG2 viability = counter-screen for TGF-b inhibitors: cytotoxicity in HepG2 cells | HepG2 CAGA-GFP viability, ATP luminescence, 18 h | Potency, µM (series often up to 46.1 µM), for inactives: top-dose activity change, negative = cytotoxicity, actives largely listed as cytotoxic | 0.76% of 410,000 active; further: potency means the concentration at half of the fitted maximal effect; some results filed as inactive show a strong effect at the top dose
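CellTiter-Glo luminescence gave cytotoxicity after 18 hours at 37 degrees C. The cells were HepG2 CAGA-GFP in 1% FBS DMEM, stimulated with 500 pg/mL TGF-beta after compound addition. %Activity was normalised to no-cell wells (complete cell-killing) and DMSO (no toxicity), and curves were fitted and classified.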
A549 tox = counter-screen for Nrf2 inhibitors: cytotoxicity in A549 cells | A549 ARE-Fluc cells, CellTiter-Fluor viability, 18-24 h | Potency, µM (titrated, usually from 46 µM), for the others: at the top dose activity change, negative = cytotoxicity, hits mostly inhibitors | 0.16% of 390,000 active; further: potency means the concentration at half of the fitted maximal effect; on the % scale 0 is the no-effect control and ±100 the full control effect
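A549 ARE_Fluc cells in 5% FBS OPTI-MEM were exposed to compounds in concentration-response for 18-24 h at 37 deg C. Viability was read by CellTiter-Fluor fluorescence (Ex 405/Em 525) after 30 min, before the luciferase read.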
CCT modulator = changes cytosolic chaperonin activity; purified chaperonin ATPase assay, HTRF ADP detection, 30 min; activity change, % (no concentration beside the values), hits read low; 0.3% of 360,000 active; in the data active means activity change below about -30%; further: on the % scale 0 is the no-effect control and ±100 the full control effect
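TRiC at 40 or 20 nM final (batch-dependent) in 30 mM Tris pH 7.4, 100 mM KCl, 5 mM MgCl2, 1 mM DTT, with compound at single 76 uM and 10 uM ATP, 30 min at 37 deg C. ADP detected by HTRF Transcreener, 665/615 ratio.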
Nrf2 inh = blocks Nrf2 signaling; A549 ARE-Fluc reporter, luciferase luminescence, 18-24 h; Potency, µM (top dose mostly 46 µM), without a hit: at the highest dose activity change, negative = inhibition, most hits filed as inhibitors; 2.1% of 360,000 active; further: potency means the concentration at half of the fitted maximal effect; on the % scale 0 is the no-effect control and ±100 the full control effect; nearly all actives have a fitted effect of over 60% in size
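A549 ARE_Fluc cells (5000/well, 5% FBS OPTI-MEM) pre-incubated 2 h, then treated with compounds 18-24 h at 37C/5% CO2 in concentration-response. CellTiter-Fluor viability read first; BugLite luciferase luminescence after 15 min at room temperature gives Nrf2 activity.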
Nrf2 ARE act = Nrf2 pathway activation | AREc32 ARE-luciferase reporter (MCF7-derived line), luminescence, 24 h | Potency, µM (top dose mostly 46.1 µM), inactives show at the top dose activation, actives largely listed as activators | 0.31% of 410,000 active | AID 624171; further: potency means the concentration at half of the fitted maximal effect; % of control where 0% means no effect; nearly all actives have a fitted effect of over 65% in size
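Luciferase luminescence (Steady-Glo, 30 min at room temperature) served as the read-out of ARE activation in AREc32 cells treated with compounds for 24 hr at 37 deg C.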
Mm-Cpn inhibitor = M. maripaludis TRiC chaperonin inhibition | purified Mm-Cpn ATPase, ADP Transcreener TR-FRET | Potency, µM (titrated, usually from 76.9 µM), inactives show at the top dose activity, negative = inhibition, actives largely listed as inhibitors | 0.031% of 330,000 active | AID 504842; further: potency means the concentration at half of the fitted maximal effect; on the % scale 0 is the no-effect control and ±100 the full control effect; nearly all actives have a fitted effect of over 80% in size
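ATP (10 uM final) was added to archaeal chaperonin (25 nM final) after 10 min exposure to test compound at 37°C; after 30 min further incubation, ADP was detected by competitive TR-FRET.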
TGFb SMAD3 inh = blocks TGF-b signaling. HepG2 CAGA-GFP TGF-b/SMAD3 reporter, GFP fluorescence, 18 h; TGF-beta stimulated, 500 pg/mL final. Potency, µM (top dose mostly 46.1 µM), for inactives: top-dose activity, negative = inhibition, usual class: inhibitors. 1.2% of 410,000 active. AID 588855; further: potency means the concentration at half of the fitted maximal effect; on the % scale 0 is the no-effect control and ±100 the full control effect; nearly all actives have a fitted effect of over 65% in size
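Using HEPG2 CAGA-GFP reporter cells at 1000 cells/well, we pinned test compounds, stimulated with recombinant TGF-beta (500 pg/mL final) and measured total well GFP after 18 h.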
Akt phos inh = inhibitors of Akt phosphorylation; Neuro2A IGF-stimulated pAkt S473 HTRF, 20 min; active compounds read low; activity change, % for hits at 50 µM; 0.32% of 360,000 active; in the data active means activity change below about -80%; inconclusive means mostly about -51% to -80%; further: on the % scale 0 is the no-effect control and ±100 the full control effect
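Neuro2A cells in DMEM with 0.5% FBS, overnight at 37 deg C, given compound at single 50 µM final, then IGF (6 nM final) for 20 min at 37 deg C. Lysed; phospho-Akt Ser473 by HTRF after 24 h, 665/615 ratio.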
Abeta rescue = compounds reversing amyloid beta toxicity in yeast; yeast expressing A-beta42, growth rescue, OD600, 48 h; response scale: 0% DMSO, 100% iron-clioquinol control; Potency, µM (highest dose often 46.1 µM), for inactives: at the highest dose growth rescue, actives largely listed as activators; 0.063% of 410,000 active; AID 1347071; further: potency means the concentration at half of the fitted maximal effect; nearly all actives have a fitted effect of over 55% in size
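Yeast A-beta toxicity model in growth medium with pinned compounds, 48 h at 30 C; growth read as absorbance at 600 nm. Normalized to FeCl3/clioquinol equimolar mix (positive) and DMSO (negative).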
* hit, by the source's call; i = inactive; ? = inconclusive; / = no result given; & = joins results of further samples; [ ] = dose if it differs, or a comment. Unless noted, the call rests on the fitted dose curve; in most records, active means well fitted curve in the direction sought with a large enough effect; inconclusive means small, poorly fitted or top-dose-only effect, or another doubt; inactive means no such curve, though single readings can be large; an effect the other way counts as inactive or inconclusive.

entry | canonical_smiles | HepG2 viability | A549 tox | CCT modulator | Nrf2 inh | Nrf2 ARE act | Mm-Cpn inhibitor | TGFb SMAD3 inh | Akt phos inh | Abeta rescue
1 | CN(C(=O)c1cccc(NC(=O)Cc2cccc(NC(=O)C3CCN(C(=O)C4CCCC4)CC3)c2)c1)C1CC1 | -15% | -3% | -0.9 | -6% | -0.4% | / | -6% | i | 1%
2 | Cc1cccc2cncc(OCc3nnc(SC(F)F)n3C)c12 | -23% | 5% | 0.3 | 10% | 4.1% | 1% | -21% | i | -2%
3 | Cc1nn(CCC(=O)Nc2cccc(C#N)c2)c(C)c1S(=O)(=O)N1CCCCC1 | -11%&-8% | -2%&3% | 0.0 | 10% | -0.5%&4.2% | 0% | -2%&-16% | i | 1%&-9%
4 | C/C(Cc1ccccc1)=N\NC(=O)CNC(=O)c1ccccc1F | -3% | 17% | 1.5 | 7% | -0.7% | 1% | 4% | i | 10%
5 | Cc1cccc(COCC(CC(C)C)N2CCN(C(=O)c3ccc(C(F)(F)F)cc3)CCC2=O)c1 (stereo unspecified) | -12% | -8% | -1.3 | -21% | 8.2% | 3% | ? | i | 1%
6 | CCOC(=O)c1[nH]c(C)c(C(=O)NCc2cccnc2)c1C | -20% | 6% | -0.4 | ? | 0.5% | 0% | -3% | i | 5%
7 | Cc1cc(Oc2ccc(=O)n(C)n2)nc(Oc2ccc(=O)[nH]n2)n1 | 6% | -6% | 0.6 | 1% | 0.3% | 1% | 12% | i | -9%
8 | CC(C)CN(C(=O)COC(=O)c1ccccc1SCC(=O)N1CCCC1)C1CCS(=O)(=O)C1 (stereo unspecified) | -6% | -7% | -3.5 | -6% | 0.2% | / | -2% | i | 8%
9 | COc1cccc(C(=O)CN2C3=NCCCN3c3ccccc32)c1 | -22% | 14% | 2.1 | 9% | 1.1% | -3% | 11% | i | 15%
10 | COc1ccc(-c2csc(CCN3N=C(C)CC3=O)n2)cc1 | 8% | 2% | 1.8 | 5% | 16% | 1% | ? | i | -17%
11 | Cc1ccc(NC(=O)c2ccc3c(=O)n4nc(Nc5ccccc5C)sc4nc3c2)cc1C | 2.8µM* | ? | / | ? | 0.5% | / | ? | / | -10%
12 | N#C/C(=C\c1cn(-c2ccccc2)nc1-c1cc2ccccc2o1)c1nc2ccccc2[nH]1 | 4% | 0% | 1.1 | 23% | 8.1% | 0% | -3% | i | -11%
13 | CCOC(=O)CN(C(=O)Cn1nnc(-c2ccc(OC)cc2)n1)C(C(=O)NC1CCCC1)c1ccc(F)cc1 (stereo unspecified) | -14% | -6% | -4.7 | -5% | 0.1% | 0% | -7% | i | 1%
14 | Cn1nnnc1SCc1ccccc1[N+](=O)[O-] | 1% | -1% | 0.8 | 4% | 0.0% | 0% | -4% | i | -11%
15 | COc1ccc(CC(=O)OCn2nnc3ccccc3c2=O)cc1 | 11% | 9% | -0.2 | / | -0.3% | -1% | 18% | i | -6%
16 | Cc1nnc(SCC(=O)N2CCOCC2)[nH]c1=O | -2% | 4% | -1.1 | 6% | 0.0% | 1% | -9% | i | 1%
17 | COc1cc(NC(=O)c2cccs2)c(OC)cc1NC(=O)CCC(=O)Nc1ccc(C)cc1 | -17% | 2% | -1.6 | -12% | 0.0% | 0% | -6% | i | -4%
18 | Cc1cccc(C)c1NC(=O)CN(C)C(=O)Cn1c(=O)cnc2ccccc21 | 3% | -1% | 0.7 | 1% | -0.4% | 2% | 1% | i | 16%
19 | O=S1(=O)C[C@@H](N2CCOCC2)[C@H](N2CCOCC2)C1 | 0% | -4% | 1.1 | 4% | -0.1% | -2% | -4% | i | 12%
20 | C/C(=N\NC(=O)c1cccc(O)c1)c1cccc(NC(=O)c2ccc(F)cc2)c1 | -18% | -3% | -0.8 | -3% | 2.0% | 2% | -14% | i | 5%
21 | Cc1occc(=O)c1OCc1c(Cl)cccc1Cl | -3% | 5% | -0.5 | -11% | -0.5% | 0% | 0% | i | -1%
22 | O=C(CN(C(=O)CNS(=O)(=O)c1ccccc1)c1ccc(Cl)cc1)NCC1CCCO1 (stereo unspecified) | 3% | -6% | -0.2 | -28% | -0.8% | 2% | -2% | i | -3%
23 | O=C(O)c1cc2c(ncc3c(=O)n(-c4ccccc4)[nH]c32)s1 | -10% | / | -2.5 | / | -1.7% | / | -4% | i | -15%
24 | O=C(O)c1cc(-c2ccc(Br)s2)nc2ccccc12 | -20% | -1% | 0.7 | ? | 0.4% | ? | 8% | i | -1%
25 | Cc1ccc(S(=O)(=O)Nc2c(C)n(C)n(-c3ccccc3)c2=O)cc1 | 4%&8% | -9%&-4% | 1.0&-4.9 | 3%&5% | 2.0%&-0.9% | 1%&1% | 3%&4% | i | -5%&11%
26 | Cc1cc(C(=O)N2CCC2(C)C(=O)Nc2cccc3ccccc23)nn1C (stereo unspecified) | -2% | / | -2.6 | / | -0.8% | / | -4% | i | 1%
27 | CCOC(=O)c1cccc(Nc2nc(-c3cccnc3)nc3ccccc23)c1 | -50% | -29% | -0.6 | / | -1.9% | -17% | ? | i | -20%
28 | CCC(OC(=O)c1ccco1)C(=O)NCc1ccc(C)cc1 (stereo unspecified) | -2% | -6% | -1.4 | 9% | 0.4% | 2% | -1% | i | 9%
29 | CCOc1ncccc1C(=O)OCC(=O)Nc1ccc2c(c1)OCCO2 | 20% | 14% | 2.0 | 14% | 0.0% | -2% | 0% | i | 2%
30 | CC1=NCCN1S(=O)(=O)c1c(C(C)C)cc(C(C)C)cc1C(C)C | -19% | -1% | -3.1 | -7% | -0.4% | -2% | -12% | i | 12%

3 compounds out of the list above, sorted by their value in Mm-Cpn inhibitor, low to high:
nr | Molecule | Mm-Cpn inhibitor
27 | CCOC(=O)c1cccc(Nc2nc(-c3cccnc3)nc3ccccc23)c1 | -17%
29 | CCOc1ncccc1C(=O)OCC(=O)Nc1ccc2c(c1)OCCO2 | -2%
22 | O=C(CN(C(=O)CNS(=O)(=O)c1ccccc1)c1ccc(Cl)cc1)NCC1CCCO1 (stereo unspecified) | 2%

Additional results:
entry | canonical_smiles | HepG2 viability | A549 tox | CCT modulator | Nrf2 inh | Nrf2 ARE act | Mm-Cpn inhibitor | TGFb SMAD3 inh | Akt phos inh | Abeta rescue
31 | CCC(Oc1ccccc1)C(=O)Nc1nnc(C(F)(F)F)s1 (stereo unspecified) | 2% | -2% | 1.4 | / | 2.6% | 2% | ? | i | -92%[inhibitor]
32 | CCOC(=O)c1c(NC(=O)CSc2nnc(C)c(=O)[nH]2)sc2c1CCC2 | -17% | 1% | -2.7 | / | -0.1% | 0% | 23% | i | -1%
33 | COc1ccc(-c2cn3ccccc3n2)cc1 | -99% | 20% | -3.0 | 11% | 3.2% | -2% | -10% | i | -43%[inhibitor]
34 | CCCNC(=O)N1CCN(c2ncccn2)CC1 | -8% | -5% | -2.6 | -13% | -1.1% | 0% | -2% | i | -7%
35 | CCOC(=O)c1cnc(SCC(=O)Nc2cc(OC)ccc2OC)nc1N | -31% | -18% | -0.1 | 10µM* | -0.1% | 0% | -3% | i | 8%
36 | C=C1C(=O)[C@]23C[C@H]1CCC2[C@]1(C)C(=O)CC[C@@](C)(C(=O)O)C1C[C@@H]3O (stereo partly specified) | -87% | / | 0.6 | / | ? | / | ? | i | -47%[inhibitor]
37 | O=S(=O)(O)CCS | -1% | 0% | -1.4 | -2% | -0.5% | / | 0% | i | -12%
38 | Cc1ccc(F)cc1NC(=O)c1ccc(OCC2CCCO2)cc1 (stereo unspecified) | -21% | 3% | -0.8 | 1% | -1.1% | 1% | 14% | i | 10%
39 | O=C(CN1CCC(O)(c2ccc3c(c2)OCO3)CC1)OC1CCCCC1 | -2% | 0%[1.84 µM] | -2.2 | ? | -0.1% | 0% | -28% | i | 17%
40 | COc1cc2cc(CCCOC(=O)c3ccco3)oc(=O)c2cc1OC | 2% | 1% | -2.5 | 2% | 5.4% | 2% | 2% | i | -26%

Entries above containing fluorine (7):
entry | canonical_smiles | HepG2 viability | A549 tox | CCT modulator | Nrf2 inh | Nrf2 ARE act | Mm-Cpn inhibitor | TGFb SMAD3 inh | Akt phos inh | Abeta rescue
2 | Cc1cccc2cncc(OCc3nnc(SC(F)F)n3C)c12 | -23% | 5% | 0.3 | 10% | 4.1% | 1% | -21% | i | -2%
4 | C/C(Cc1ccccc1)=N\NC(=O)CNC(=O)c1ccccc1F | -3% | 17% | 1.5 | 7% | -0.7% | 1% | 4% | i | 10%
5 | Cc1cccc(COCC(CC(C)C)N2CCN(C(=O)c3ccc(C(F)(F)F)cc3)CCC2=O)c1 (stereo unspecified) | -12% | -8% | -1.3 | -21% | 8.2% | 3% | ? | i | 1%
13 | CCOC(=O)CN(C(=O)Cn1nnc(-c2ccc(OC)cc2)n1)C(C(=O)NC1CCCC1)c1ccc(F)cc1 (stereo unspecified) | -14% | -6% | -4.7 | -5% | 0.1% | 0% | -7% | i | 1%
20 | C/C(=N\NC(=O)c1cccc(O)c1)c1cccc(NC(=O)c2ccc(F)cc2)c1 | -18% | -3% | -0.8 | -3% | 2.0% | 2% | -14% | i | 5%
31 | CCC(Oc1ccccc1)C(=O)Nc1nnc(C(F)(F)F)s1 (stereo unspecified) | 2% | -2% | 1.4 | / | 2.6% | 2% | ? | i | -92%[inhibitor]
38 | Cc1ccc(F)cc1NC(=O)c1ccc(OCC2CCCO2)cc1 (stereo unspecified) | -21% | 3% | -0.8 | 1% | -1.1% | 1% | 14% | i | 10%
